Source: PubChem (several laboratories)
EBV LMP1 NFkB – EBV LMP1-driven NF-kappaB luciferase reporter inhibitors, primary screen, cell-based, luminescence, single point; LMP1-induced NF-kappaB luciferase reporter cells; inhibition, % at 12.5 µM; 350,000 compounds, 0.69% hits; in the data active = inhibition above about 41%;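 also: 0% = neutral control wells and 100% = reference inhibitor control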
HIF-2a block – HIF-2a reporter inhibitors, primary screen, luminescence, 786-0 RCC cells | 786-0 RCC cells HIF-2a reporter, luciferase luminescence, overnight | inhibition, % at 18.8 µM | 360,000 compounds, 0.72% hits;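 active = inhibition of the luminescence signal of 40% or more relative to plate controls, in a single-dose primary screen at 18.75 µM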
Shn3 inh set2 – reduction of Shn3 3'UTR firefly luciferase signal, primary screen, Schnurri-3 inhibitor project, cell-based, Clone20 osteoblasts, set 2; Clone20 osteoblast Shn3 3'UTR firefly luciferase, 24 h; inhibition, % at 12.5 µM; 360,000 compounds, 0.52% hits; AID 588674, 2011;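 active = mean inhibition of at least 75% with every replicate also reaching 75%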;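 also: 0% = median of neutral control wells and 100% = pilot-screen positive control compound; some compounds past the cut are filed as inactive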
NR2E3 ag-1 – NR2E3 agonists in two-hybrid cells, primary screen, cell-based, luminescence, CHO-S, Gal4-NCOR/VP16-NR2E3; Photoreceptor-specific nuclear receptor (Homo sapiens), Q9Y5X4; luciferase; inhibition of corepressor binding, % at 3.98 µM; 360,000 compounds, 0.35% hits; AID 602229, 2012;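 active = inhibition above the mean of all tested compounds plus 3 SD, cut at about 70% in these data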;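 also: 0% = DMSO with NR2E3 transfected cells and 100% = cells lacking NR2E3 construct; higher means lower luciferase signal from less NR2E3 corepressor binding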
Target sequence (Q9Y5X4 whole entry, looked up, the tested form may be a part): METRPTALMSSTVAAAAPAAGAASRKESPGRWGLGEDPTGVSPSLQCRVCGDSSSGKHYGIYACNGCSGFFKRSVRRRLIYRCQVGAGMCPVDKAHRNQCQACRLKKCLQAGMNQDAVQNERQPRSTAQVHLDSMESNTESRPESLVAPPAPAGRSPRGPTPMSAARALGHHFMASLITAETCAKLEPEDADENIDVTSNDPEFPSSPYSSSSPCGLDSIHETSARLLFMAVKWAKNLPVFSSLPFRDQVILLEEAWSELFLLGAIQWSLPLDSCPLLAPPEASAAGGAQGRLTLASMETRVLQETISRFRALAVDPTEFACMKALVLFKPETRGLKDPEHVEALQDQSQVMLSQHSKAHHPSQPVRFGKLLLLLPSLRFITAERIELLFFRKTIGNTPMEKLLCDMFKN
CF NFkB block – inhibitors of PAF-induced NF-kB signaling, primary screen, cell-based, GFP fluorescence, uHTS | inhibition, % at 5 µM | 360,000 compounds, 0.86% hits | KKLEB NF-kB-GFP reporter, GFP fluorescence overnight;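 active = at least 50% inhibition at 5 µM, scaled per plate between neutral and stimulator controls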;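 also: PAF is a Pseudomonas aeruginosa culture filtrate used as stimulus; plate controls were PAF-stimulated DMSO wells for no effect and unstimulated DMSO wells for full effect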
Peg3 promoter – Peg3 promoter-driven luciferase inhibitors, primary screen, cell-based, HeLa, luciferase luminescence. 360,000 compounds, 1.7% hits. inhibition, % at 20 µM. HeLa PEG-Prom luciferase reporter, overnight;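 active = inhibition of at least 50% at 20 µM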
MITF TRPM1 inh – inhibitors of MITF-dependent TRPM1 promoter reporter, primary screen, cell-based, SK-MEL-5, single point, luciferase; SK-MEL-5 TRPM1 promoter luciferase, 24 h; inhibition, % at 12.5 µM; 330,000 compounds, 0.83% hits; AID 488899, 2010;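 active = mean inhibition across replicates of 60% or more, whatever share of single replicates reaches that level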; also: values of inactives mirror those of a sister screen read the other way
KKLEB tox – cytotoxicity in KKLEB CF airway cells, primary screen, cytotoxicity control for CF NF-kB inhibitor project, cell-based, uHTS, fluorescence assay plates; activity change (cytotoxicity), % at 5 µM; KKLEB CF airway cells viability, ATPlite luminescence, overnight; active compounds read low; cells stimulated with P. aeruginosa culture filtrate; 360,000 compounds, 0.36% hits;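 active = corrected activity change at or below -50% at 5 µM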
NR2E3 ag-2 – inhibitors of NR2E3-RetCOR corepressor binding, primary screen, NR2E3 agonist project, biochemical, TR-FRET, GST-NR2E3, biotin-RetCOR; 1536-well; AID 2300, 2010; 320,000 compounds, 0.12% hits; Photoreceptor-specific nuclear receptor (Homo sapiens), Q9Y5X4; inhibition of corepressor binding, % at 4.78 µM;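 active = percent inhibition above the cutoff of mean plus 3 SD of all tested compounds, set per screening campaign, cut at about 20% in these data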;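 also: 0% = DMSO wells and 100% = biotin wells as full block of FRET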
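Material: NR2E3–RetCOR corepressor complex | Quantity: 1.35 nM GST-tagged NR2E3 final | Schedule: 5 h at 4 °C | Replication: Singlicate compound wells | Reagent: RetCOR corepressor, biotinylated, 7 nM | Controls: Biotin wells as high control, 0.6% DMSO wells as low control | Signal: TR-FRET, Eu(K)-anti-GST donor, streptavidin-D2 acceptor, ex 340, em 617/671 nm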
iPSC survival up – enhancers of single-cell hiPSC survival, primary screen, ATPlite luminescence; 100% = ROCK inhibitor wells, 0% = DMSO; survival enhancement, % at 20 µM; 360,000 compounds, 0.044% hits; AID 602274, 2012; in the data active = survival enhancement above about 18%;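 also: cells exposed to compounds for 16 hours before the ATP read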
C8 TRAIL sens – viability loss with TRAIL in NB7+C8 cells, primary screen, TRAIL sensitizer project, cell-based, ATPlite luminescence | inhibition (viability loss, TRAIL sensitization), % at 10 µM | 360,000 compounds, 1% hits | AID 624354, 2012;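 active = compounds causing at least 50% loss of cell viability in the single-dose screen, relative to plate controls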
* marks the source's active call; other numbers are inactive results; / = no result given. These rows are one share of the data, so the mix of outcomes need not match the whole.

item	Molecule	MITF TRPM1 inh	NR2E3 ag-1	C8 TRAIL sens	EBV LMP1 NFkB	CF NFkB block	iPSC survival up	Peg3 promoter	NR2E3 ag-2	HIF-2a block	Shn3 inh set2	KKLEB tox
1	Cc1noc(C)c1S(=O)(=O)Nc1ccc(C(=O)O)cc1	-2	-2	-3	-11	0	-2.7	13	3	5	-16	-3
2	CCOC(=O)CNC(=O)CSc1nc(Cc2cccs2)nc2ccccc12	5	1	1	-8	11	-1.4	-11	7	-9	3	-2
3	Cc1ccc(Nc2cc(C)nn2-c2nc(C)cc(=O)[nH]2)cc1	98*	109*	-14	-45	52*	1.2	108*	-5	40*	31	32
4	COc1ccc(C2C(C(=O)N3CCCCC3)c3ccccc3C(=O)N2C)cc1 (stereo not given)	7	-4	43	-22	-5	-1.9	17	3	15	8	-14
5	COc1cccc(CC(=O)OCC(=O)NC2(C#N)CCCC2)c1	2	-10	4	1	2	3.6	-6	3	12	9	4
6	O=C(CNC(=O)c1ccc(Cl)cc1)OCC(=O)c1ccccc1	-11	12	-2	-3	4	-0.3	-3	3	8	-5	-13
7	CCCc1cc(C(=O)N2CCN(C(c3ccccc3)c3ccccc3)CC2)no1	-3	-7	-8	-4	25	-0.5	-1	3	11	11	-4
8	CC(C)C(=O)Nc1ccc(Oc2ccc3c(c2)C(=O)NC3=O)cc1	-9	-29	-14	3	-12	-0.4	13	3	14	-3	-5
9	CC1(C)OCC(COC(=O)Nc2cccnc2)([N+](=O)[O-])CO1	6	-21	-7	-4	-7	3.0	11	0	12	-1	-6
10	Nc1ccc(Cl)c(-c2nc3ncccc3o2)c1	-38	-44	-5	-6	-10	-3.8	-114	4	-158	-49	10
11	CC(=O)c1ccc(NS(=O)(=O)c2cc(-c3cnc(C4CC4)o3)ccc2C)cc1	2	-45	0	-3	4	-0.4	46	2	35	9	8
12	Cc1ccc(S(=O)(=O)n2cnc(C)c2)cc1	-1	5	-1	-21	-6	0.2	5	2	16	-1	9
13	O=C(CCN1C(=O)COc2ccccc21)NCCN1CCN(c2cccc(Cl)c2)CC1	-1	13	-7	-2	10	-0.3	16	-1	0	35	-12
14	Cc1nn(-c2ccccc2)c(Cl)c1/C=N\NC(=O)c1cncc(Br)c1	-9	-8	0	2	1	1.7	4	-3	9	-32	20
15	N#CCCN(Cc1cccnc1)C(=O)c1ccc(S(=O)(=O)N2CCOCC2)cc1	8	-32	17	-1	10	0.1	1	0	10	-4	1
16	O=C(NCCc1ccc(Cl)cc1)c1ccc(OCC2CCCO2)cc1 (stereo not given)	-35	-104	-9	-13	-6	-0.4	-188	-2	-145	-17	9
17	COc1cccc(C(=O)Nc2ccc3[nH]ncc3c2)c1OC	-33	-33	9	0	-8	0.2	-107	2	-173	-24	-6
18	Nc1cc(N)cc(C(=O)Nc2ccc3c(c2)C(=O)NC3=O)c1	-7	-23	4	4	6	-0.2	-1	1	9	-5	0
19	O=C(NCc1cccc(Cl)c1)c1ccc2ccccc2n1	3	-6	-1	-17	1	-0.1	-15	-2	-27	-21	-1
20	O=c1c2cc(N3CCOCC3)ccc2[nH]c(=S)n1Cc1ccco1	-7	-31	8	-20	4	0.9	-20	-1	-31	0	-7

Some of the entries so far, with two lines to a compound:
Value order: MITF TRPM1 inh | NR2E3 ag-1 | C8 TRAIL sens | EBV LMP1 NFkB | CF NFkB block | iPSC survival up | Peg3 promoter | NR2E3 ag-2 | HIF-2a block | Shn3 inh set2 | KKLEB tox
4	COc1ccc(C2C(C(=O)N3CCCCC3)c3ccccc3C(=O)N2C)cc1 (stereo not given)
  7 | -4 | 43 | -22 | -5 | -1.9 | 17 | 3 | 15 | 8 | -14
13	O=C(CCN1C(=O)COc2ccccc21)NCCN1CCN(c2cccc(Cl)c2)CC1
  -1 | 13 | -7 | -2 | 10 | -0.3 | 16 | -1 | 0 | 35 | -12
14	Cc1nn(-c2ccccc2)c(Cl)c1/C=N\NC(=O)c1cncc(Br)c1
  -9 | -8 | 0 | 2 | 1 | 1.7 | 4 | -3 | 9 | -32 | 20

Additional results:
item	Molecule	MITF TRPM1 inh	NR2E3 ag-1	C8 TRAIL sens	EBV LMP1 NFkB	CF NFkB block	iPSC survival up	Peg3 promoter	NR2E3 ag-2	HIF-2a block	Shn3 inh set2	KKLEB tox
21	Cc1ccc(NC(=O)CSc2n[nH]c(-c3ccco3)n2)c(C)c1	13	-2	3	-9	-5	-1.1	6	2	14	8	3
22	COc1ccc(-c2cnc3c(NC=O)cc(-c4cccc(NS(C)(=O)=O)c4)cn23)cc1OC	/	19	16	/	93*	-3.1	69*	/	51*	18	-62*
23	CCOc1ccc(NC(=O)Nc2ccc(NC(C)=O)cc2)cc1	-4	-9	1	0	2	-1.9	0	-2	0	75	-17
24	Cc1ccccc1NC(=O)COC(=O)C1(C)CC1(Cl)Cl (stereo not given)	-8	4	1	4	4	-1.1	-29	-2	-14	-16	3
25	CNc1ncc(C(=O)c2ccc(Br)cc2)s1	-74	-93	6	-25	19	0.4	-277	/	-217	-63	1
26	COc1cccc(C(=O)Nc2nnc(CCS(=O)(=O)c3ccc(C)cc3)s2)c1	18	13	5	-1	29	0.0	18	1	-7	3	-17
27	Cc1cc(NC(=O)NC(C(F)(F)F)C(F)(F)F)no1	7	13	-10	-4	7	-0.7	5	1	17	-7	-3
28	O=C(c1cccc(NS(=O)(=O)c2cccc(F)c2)c1)N1CCCC1	-5	0	-2	10	2	0.8	2	/	5	-8	-4
29	Cc1ccc(NC(=S)Nc2cc(C(=O)O)ccc2N2CC3CC(C2)c2cccc(=O)n2C3)cc1C (stereo not given)	-3	-26	-4	-3	26	-0.1	-46	-2	-113	-11	4
30	Cc1cc(-c2csc(NC(=O)c3ccc(=O)n(C)n3)n2)c(C)n1CC1CCCO1 (stereo not given)	9	-5	-3	5	-8	2.3	-17	6	10	-10	-5
31	COC(=O)Cc1ccc(NC(=S)NCc2ccc(F)cc2)cc1	-3	-5	-19	12	24	3.7	4	3	16	-1	-12
32	Cc1cc(CNC[C@H]2O[C@@H](n3ccc(N)nc3=O)[C@H](O)[C@@H]2O)no1	/	-11	-5	-6	-7	2.3	3	/	-5	-9	-6
33	O=c1[nH]c(Cc2cccs2)nc2scc(-c3ccc(Cl)cc3)c12	-88	-26	2	-10	-25	0.0	-142	-1	-137	-20	15
34	O=C(N/N=C/c1ccncc1)c1ccc(NC(=O)c2ccc(Cl)cc2)cc1	12	-17	3	3	46	-0.3	-5	-1	14	4	-7
35	C=CCn1c(SCC(=O)N2N=C(c3ccco3)CC2c2ccco2)nnc1-c1ccncc1 (stereo not given)	-10	2	-11	-9	-6	3.6	19	-1	9	-1	-2
36	O=C1C=C(O)c2[nH]c(=O)ccc2C1=O	-11	-15	-12	9	11	6.2	-8	/	6	12	4
37	O=C(Nc1ccc(S(=O)(=O)N2CCOCC2)cc1)c1ccc(Cl)cc1	-8	27	21	-2	1	0.3	-5	3	-6	36	-8
38	Cc1ccc2c(CC(=O)OC3CCOC3=O)coc2c1 (stereo not given)	14	-1	-16	2	-13	2.9	-3	-1	16	8	-6
39	CC(=O)N1c2ccc(S(=O)(=O)N3CCC(C(=O)NC(C)c4ccccc4)CC3)cc2CC1C (stereo not given)	/	2	-1	2	-8	-2.7	5	0	8	19	-8
40	CCN1CCC(NC(=O)Nc2ccc(F)cc2F)CC1	0	3	4	-7	28	1.5	9	4	5	4	-10
41	CC1CCCC(NC(=O)c2ccc(CNc3c(N4CCCC4)c(=O)c3=O)cc2)C1C (stereo not given)	-20	-8	16	-4	11	0.4	-5	0	10	15	3
42	Cc1cc(NC(=O)CCC(=O)N(CC(=O)NCC2CCCO2)c2cccc(F)c2)no1 (stereo not given)	-7	-9	-8	-5	-13	-0.4	-3	0	22	4	6
43	Cc1ccc(NC(=O)c2ncn(CCCN3CCN(Cc4cccc5ccccc45)CC3)n2)cc1C	26	-8	-1	0	7	0.3	97*	/	-24	0	-14
44	COc1cccc(-c2c(NC(=O)c3ccco3)oc3ccccc3c2=O)c1	/	-1	3	-13	21	0.9	9	1	11	10	0
45	Cc1ccccc1NC(=S)NC(NC(=O)c1ccccc1C)C(Cl)(Cl)Cl (stereo not given)	-11	3	8	1	0	-2.8	13	1	20	33	0
46	CC(C)C12CCC(C(=O)O)C(C1)C(=O)O2 (stereo not given)	4	3	1	4	-8	-1.1	23	1	3	9	-1
47	CC(=O)c1ccc(NC(=O)CSc2nccn2C)cc1	-28	-56	-5	4	-16	1.4	-64	0	-92	-57	5
48	CC1CC(C)CN(CCCNC(=O)C2CCN(S(=O)(=O)N3CCCCC3)CC2)C1 (stereo not given)	9	-10	2	-5	5	0.4	3	-3	9	-3	-28
49	CC1=NN(c2ccc(C(=O)O)cc2)C(=O)/C1=C/c1ccc(-c2ccccc2F)o1	4	-18	1	3	-5	-0.4	28	3	-5	-17	-1
50	Cc1ccc(C(=O)/C=C/c2ccc(Br)cc2)o1	0	-34	20	3	9	-2.8	-5	-1	-50	-14	-10
